Compound activity as filed in PubChem.
FBW7 activator = activators of human E3 ligase FBW7; AlphaScreen FBW7–phospho-cyclin E peptide binding, activator screen; normalized activity (activation), % at 26.1 µM; 0.13% of 650,000 active; AID 1259310; in the data active = normalized activity above about 1.9%;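 note: purified mutant Fbw7 with reduced substrate affinity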
Target sequence (Q969H0 whole entry, looked up): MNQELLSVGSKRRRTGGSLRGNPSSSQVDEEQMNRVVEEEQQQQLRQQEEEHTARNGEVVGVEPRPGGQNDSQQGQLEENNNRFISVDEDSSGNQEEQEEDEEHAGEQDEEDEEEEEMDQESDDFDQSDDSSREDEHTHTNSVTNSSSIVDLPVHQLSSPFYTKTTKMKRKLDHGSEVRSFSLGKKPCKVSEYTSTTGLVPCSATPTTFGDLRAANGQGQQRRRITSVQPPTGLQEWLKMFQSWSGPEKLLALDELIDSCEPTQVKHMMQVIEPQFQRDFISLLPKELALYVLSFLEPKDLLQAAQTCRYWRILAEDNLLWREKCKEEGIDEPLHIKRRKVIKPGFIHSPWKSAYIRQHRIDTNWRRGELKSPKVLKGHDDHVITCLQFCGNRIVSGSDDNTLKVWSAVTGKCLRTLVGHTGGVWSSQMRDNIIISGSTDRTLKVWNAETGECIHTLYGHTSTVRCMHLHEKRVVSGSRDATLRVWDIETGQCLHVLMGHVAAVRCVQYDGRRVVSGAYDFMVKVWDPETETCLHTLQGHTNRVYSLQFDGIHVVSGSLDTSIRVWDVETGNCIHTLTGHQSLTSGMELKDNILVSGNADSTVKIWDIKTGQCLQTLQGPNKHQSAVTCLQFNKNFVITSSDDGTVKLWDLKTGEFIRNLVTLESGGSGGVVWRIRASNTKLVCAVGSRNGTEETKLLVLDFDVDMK
TEAD-YAP block = TEAD-YAP interaction inhibition; HEK-TIYL cells, TEAD-Gal4/YAP UAS-luciferase luminescence; inhibition, % at 9.12 µM; 1.4% of 640,000 active; in the data active = inhibition above about 32%;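 note: 0% = median of test compound wells and 100% = reference inhibitor wells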
MITF inh = blocks human microphthalmia-associated transcription factor; AID 1259374; AlphaScreen MITF homodimerization, bead proximity signal; O75030; 0.91% of 650,000 active; inhibition, % at 2.6 µM; in the data active = inhibition above about 50%;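 note: 0% = vehicle wells with protein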
GPR151 activ = activators of human GPR151; activation, % at 11.2 µM; PathHunter beta-arrestin GPR151 cells, luminescence; 1% of 650,000 active; AID 1508602; Q8TDV0; in the data active = activation above about 4.9%;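 note: 0% = median of compound wells and 100% = cells with positive control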
* = called active by the depositor; . = not tested or not shown. Rows were taken by chance. Share with any hit: about 3.4%.

SMILES | FBW7 activator | TEAD-YAP block | MITF inh | GPR151 activ
COCC(=O)N(C)c1nnc(-c2ccccc2OC)s1 | -0.1 | -9.8 | -13.8 | 0.8
O=C(CSc1ncnc2ccccc12)Nc1ccc(S(=O)(=O)N2CCOCC2)cc1 | -0.2 | -3.8 | 0.6 | -1.6
CN1C(=O)c2ccccc2C(C(=O)NC2CC2)C1c1c[nH]c2ccccc12 (stereo not given) | 0.0 | -2.3 | 11.1 | 0.0
O=C(/C=C(\c1ccccc1)n1cncn1)c1ccc(Cl)cc1 | 0.0 | -0.4 | 6.8 | 0.0
COc1cc(C(=O)/C=C/Nc2ccccc2C(N)=O)cc(OC)c1OC | 0.6 | 37.8* | 6.2 | -1.4
O=[N+]([O-])c1ccc(S(=O)(=O)C(F)(F)F)cc1 | 0.1 | -3.9 | -5.4 | 2.0
CCN(CC)C(=O)C1CCCc2c1[nH]c1ccc(Cl)cc21 (stereo not given) | -0.1 | 59.0* | 1.8 | 1.8
O=C(Nc1ccccc1C(F)(F)F)NC1(C(=O)N2CCOCC2)CCCCC1 | -0.2 | -6.9 | -12.3 | -0.3
Cn1ncc(Cl)c1C(=O)N(C(=O)c1c(Cl)cnn1C)c1ccccn1 | 0.6 | 2.8 | -13.2 | -2.3
CCOCCCN(C(=S)Nc1c(C)cc(C)cc1C)C1CCN(C(C)=O)CC1 | -0.2 | 0.3 | -2.9 | 0.7
COc1cc(C(=O)Nc2cc(=O)n(C)c(=O)n2C)cc(OC)c1OC | 0.0 | -2.1 | -5.4 | 5.7*
CSc1cccc(C(=O)N(CCN(C)C)c2nc3c(C)ccc(Cl)c3s2)c1 | 0.1 | 1.4 | 15.8 | -1.1
O=[N+]([O-])c1c(Cl)ncnc1N1CCCCC1CO (stereo not given) | 0.1 | 5.2 | 13.1 | 2.1
COc1cc(NC(=O)c2ccnc(N3CCN(c4ccccn4)CC3)c2)cc(OC)c1OC | 0.0 | 14.1 | 4.5 | -0.2
COc1cccc(-c2cn[nH]c2C2CCN(Cc3cccnc3)CC2)c1 | -0.2 | 2.2 | -7.0 | 0.5
O=C(CSc1nnnn1-c1ccccc1)OCc1ccccc1 | 0.1 | 3.2 | -7.4 | -0.1
CCOC(=O)C1(Cc2ccccc2)NC(c2cccs2)C2C(=O)N(C)C(=O)C21 (stereo not given) | 0.0 | 6.0 | 24.0 | 0.1
c1ccc(N2CCN(c3nc4ccccc4c4nc(-c5cccnc5)nn34)CC2)cc1 | 0.0 | -3.3 | 4.7 | -1.5
C=C(C)CN(CC)Cc1cc(I)c(O)c(OC)c1 | -0.2 | 2.7 | -5.2 | 1.0
O=C(c1ccc(F)cc1)c1cccnc1 | -0.1 | -10.4 | 6.6 | 0.1
CC(=O)NC(Cc1ccccc1C)C(=O)NC1CCN(c2ncccc2[N+](=O)[O-])CC1 (stereo not given) | 1.0 | 16.7 | 8.7 | -0.3
COc1ccccc1NC(=O)N(C(C)C)C1CCN(C(C)=O)CC1 | 0.1 | 0.1 | -0.1 | 1.4
Cn1c(NCCCO)nc2c1c(=O)[nH]c(=O)n2C | -0.1 | -1.3 | 47.4 | 1.6
C=C(C)CN(CC)Cn1[nH]c(-c2cccs2)nc1=S | -0.6 | -5.5 | -4.3 | 0.5
CCC(Sc1nnc2c3ccccc3n(C)c2n1)C(=O)Nc1ccc(S(N)(=O)=O)cc1 (stereo not given) | -0.1 | -4.5 | -3.3 | 1.3
Cc1ccccc1C(=O)Nc1c2c(nn1C(C)(C)C)CS(=O)C2 (stereo not given) | 0.0 | 4.0 | 15.9 | 0.8
CCCCCOC(=O)c1ccc(N2C(=O)C3C4CCC(C4)C3C2=O)cc1 (stereo not given) | -0.2 | -4.0 | -10.6 | -0.9
CCC(=O)N1CCc2cc(Br)cc(S(=O)(=O)NCCN3CCCC3)c21 | -0.1 | 4.9 | -12.6 | 1.0
CCCCOc1ccccc1C(=O)NNC(=S)NC(C)=O | -0.9 | 15.6 | 37.7 | -0.9
CCOC(=O)CCN1C(=O)c2ccccc2C1=O | -0.3 | 7.3 | -10.6 | 0.2

The list goes on, overlapping the part above by 6 compounds.
SMILES | FBW7 activator | TEAD-YAP block | MITF inh | GPR151 activ
CCC(Sc1nnc2c3ccccc3n(C)c2n1)C(=O)Nc1ccc(S(N)(=O)=O)cc1 (stereo not given) | -0.1 | -4.5 | -3.3 | 1.3
Cc1ccccc1C(=O)Nc1c2c(nn1C(C)(C)C)CS(=O)C2 (stereo not given) | 0.0 | 4.0 | 15.9 | 0.8
CCCCCOC(=O)c1ccc(N2C(=O)C3C4CCC(C4)C3C2=O)cc1 (stereo not given) | -0.2 | -4.0 | -10.6 | -0.9
CCC(=O)N1CCc2cc(Br)cc(S(=O)(=O)NCCN3CCCC3)c21 | -0.1 | 4.9 | -12.6 | 1.0
CCCCOc1ccccc1C(=O)NNC(=S)NC(C)=O | -0.9 | 15.6 | 37.7 | -0.9
CCOC(=O)CCN1C(=O)c2ccccc2C1=O | -0.3 | 7.3 | -10.6 | 0.2
CCOc1ccc(-n2c(SCC(=O)NC3CCCCC3)nc3c(sc(=S)n3-c3cccc(OC)c3)c2=O)cc1 | 0.1 | -10.6 | 0.5 | -0.1
CCCNC(=O)c1ccc2c(c1)N(CC)CCS2 | 0.6 | 10.1 | 8.6 | 4.3
Cc1cc2c(C#N)c3n(Cc4ccccc4)c4ccccc4n3c(=O)c2c(C)n1 | 0.1 | 0.3 | -7.4 | 1.4
COc1cccc(NC(=O)CNS(=O)(=O)c2ccc(C)cc2)c1 | -0.2 | 6.3 | -12.2 | 1.5
CC1=C/C(=C/c2ccc(-c3ccccc3[N+](=O)[O-])o2)C(=O)O1 | 0.4 | 2.3 | 17.4 | 1.1
COc1ccc(OCC(=O)NCCCN(C)C)cc1 | -0.2 | -6.3 | -5.1 | 0.1
CC(C)(C)OC(=O)NNC(=O)c1cc(F)c(F)cc1Cl | 0.0 | 1.1 | -9.0 | 2.2
C[C@H]1Cc2c(COc3ccccc3)nc3c(c2CO1)CN(CCOc1ccccc1)CC3 | -0.1 | . | -17.5 | -1.9
Cc1ccc(-c2nc3n(c2CNC(=O)c2ccc(F)cc2F)CCS3)cc1 | 0.1 | -8.4 | 5.5 | 1.3
Nc1nc2nc(C(F)(F)F)cc(=O)n2[nH]1 | -0.2 | 1.3 | 8.2 | 1.7
O=C(CCc1ccccc1)Nc1cccc(C(=O)N2CCOCC2)c1 | 0.8 | -9.6 | 9.5 | 11.5*
COc1ccc(CCNc2cc(N3CCN(C(=O)c4cc(Cl)c(OC)c(Cl)c4)CC3)ccc2[N+](=O)[O-])cc1OC | -0.1 | -1.1 | 0.4 | 1.0
O=C(O)C1Nc2c(C(=O)N3CCOCC3)cccc2C2C=CCC12 (stereo not given) | -0.6 | -0.4 | 57.5* | 1.0
COc1ccc(CNc2nc(-c3cccnc3)nn2C(=O)c2ccccc2C)cc1 | -0.1 | 8.5 | 13.8 | 1.0
CCC(C)NCCCOc1ccccc1Br (stereo not given) | 0.5 | 3.4 | 16.1 | 4.8
CC(C)(C)c1ccc(C(=O)Nc2cnccn2)cc1 | 0.3 | 24.0 | -15.9 | -1.6
Cc1nonc1CN(C)C1CCN(c2ccc(C(=O)N3CCc4ccccc4C3)cc2)CC1 | 0.2 | 6.1 | 1.7 | 0.2
COc1cccc(C2CC(c3cccs3)=NN2C(=O)CSc2nnc(CNC(=O)c3cccs3)n2-c2ccccc2)c1OC (stereo not given) | -0.2 | -5.7 | -5.2 | 0.2
Cc1cc(C(=O)CSc2nc(N)cc(=O)[nH]2)c(C)n1CC1COc2ccccc2O1 (stereo not given) | -0.1 | 10.9 | 5.5 | -1.2
CCOC(=O)Nc1ccc(C(=O)Oc2ccccc2)c(O)c1 | -0.5 | -25.0 | 0.0 | 1.2
O=C(O)C1CC(=O)N(c2ccccc2F)C1 (stereo not given) | 0.1 | 7.1 | -4.3 | 1.0
CCCC1(C2CCN(C(=O)c3cccs3)CC2)NC(=O)N(CC2CCCO2)C1=O (stereo not given) | -0.1 | 0.6 | 9.4 | -1.4
O=C(N/N=C/c1cccnc1)c1ccc(Br)o1 | 0.0 | -50.5 | 2.6 | -0.7
O=C1C2C3C=CC(C3)C2C(=O)N1c1cc(Cl)ccc1O (stereo not given) | 0.0 | -4.3 | 1.9 | -0.7
COc1cc(CN2C(=O)[C@@H]3CCCN3C(=O)c3ccccc32)cc(OC)c1OC | -0.1 | -2.5 | -2.9 | 0.1
COc1ccc(CC(=O)c2cc(OC)c(OC)cc2CC(=O)O)cc1OC | 0.1 | 1.2 | -2.7 | -0.3
COC(=O)c1c(OCc2ccc(F)cc2)cc(=O)n2c1CCN(CCO)CC2 | 0.1 | -4.6 | 13.1 | 0.9
O=c1/c(=C/c2cc([N+](=O)[O-])ccc2F)sc2nc3ccccc3n12 | -0.2 | 8.5 | 5.1 | 0.9
COc1ccccc1NC(=O)NC(=O)N(C(C)C)S(C)(=O)=O | 0.1 | -1.6 | 6.3 | 1.6
Clc1ccc(-n2cc(-c3ccccc3)c3c(NCc4cccnc4)ncnc32)cc1 | 0.0 | -17.5 | 15.6 | -1.1
CCOC(=O)c1[nH]c(C)c(C(=O)NCCc2ccccc2)c1C | -0.4 | -72.3 | -1.3 | -0.6
Oc1ccc2c(c1)c1c3n2CCNC3CCC1 (stereo not given) | 0.3 | -0.1 | -7.5 | -0.6
Cc1ccccc1Cn1c(C(=O)O)c(CNCC2CCCO2)c2ccccc21 (stereo not given) | 0.0 | 10.1 | 5.3 | 0.9
Fc1cc(-c2cn[nH]c2)cc(-c2ccnc(Nc3ccc(-n4cnc(N5CCOCC5)n4)cc3)n2)c1 | -0.3 | -10.8 | 4.4 | -1.4
CN1CCC(CNS(=O)(=O)c2ccccc2F)CC1 | -0.2 | 3.7 | -13.7 | -0.1
CN(C)c1ccc(/C=C/c2cc[n+](C)c3ccccc23)cc1 | -0.5 | 91.7* | 49.7 | -2.4
O=C(O)C1CC1C(=O)Nc1cc(F)ccc1F (stereo not given) | -0.1 | 3.4 | 1.8 | -0.4
Cc1cc(C)n(-c2cc(N3CCc4ccccc4C3)ccc2[N+](=O)[O-])n1 | -0.3 | -0.7 | 13.1 | 0.6
Cc1ccc(NC(=O)c2sc3[nH]c(=O)c(C(=O)O)cc3c2N)cc1 | -0.1 | -8.8 | 2.4 | 0.0
COc1cccc(/C=C2/N=C(c3cc(Cl)ccc3OC)OC2=O)c1 | -0.1 | -3.9 | -7.3 | -1.2

Some of the entries above in a different format:
SMILES	FBW7 activator	TEAD-YAP block	MITF inh	GPR151 activ
CN1CCC(CNS(=O)(=O)c2ccccc2F)CC1	-0.2	3.7	-13.7	-0.1
COc1cccc(/C=C2/N=C(c3cc(Cl)ccc3OC)OC2=O)c1	-0.1	-3.9	-7.3	-1.2

Carrying on:
SMILES | FBW7 activator | TEAD-YAP block | MITF inh | GPR151 activ
CCOC(=O)c1ccc(NC(=O)CSc2nc3ccccc3c(=O)n2C2CCN(C(=O)OCC)CC2)cc1 | -0.1 | -18.6 | 5.2 | -1.8
COc1ccc(OC)c(N(CC(=O)NCc2ccco2)S(C)(=O)=O)c1 | -0.1 | -1.3 | 2.0 | -0.2
COc1cc(CC(=O)O)ccc1O | -0.1 | 3.6 | -19.6 | 3.5
O=C(Nc1ccc(F)cc1)c1ccc(N2CCCCS2(=O)=O)cc1 | -0.2 | -34.5 | -11.6 | -2.9
O=C(COc1ccc(Cl)cc1Cl)Nc1nnc(-c2cccc([N+](=O)[O-])c2)o1 | 0.0 | -1.9 | -2.6 | 2.6
Cc1ccsc1CN(C)c1nncc(-c2ccc3c(c2)OCO3)n1 | -0.1 | -11.5 | 2.5 | -0.3
COc1ccc(-c2ccc(=O)n(CC(=O)Nc3ccccc3Cl)n2)cc1 | 0.1 | -10.7 | -6.7 | -1.4
CC1CCN(Cc2nnnn2CCCC(=O)N2CCC(OCc3ccccn3)CC2)CC1 | -0.1 | -0.4 | 7.4 | 1.2
CCCOc1ccc(/C=C(\C#N)S(=O)(=O)c2ccccc2)cc1 | 0.0 | 1.3 | 10.4 | -0.2
CCc1ccc(-n2c(C)cc(/C=N/NC(N)=O)c2C)cc1 | 0.1 | 5.5 | 12.5 | 0.8
COCC(=O)N1CCC(Oc2ccc(C(=O)NCCN3CCCC3)cc2)CC1 | 0.1 | -6.3 | 0.6 | 1.9
CC(C(=O)N1CCCCC1)n1c2ccccc2c2cnn(C)c(=O)c21 (stereo not given) | 0.0 | 3.9 | -0.2 | -0.2
O=C(NCCCN1CCOCC1)c1cc2c(-c3ccccc3)nn(-c3ccccc3)c2s1 | 0.0 | 7.1 | 11.4 | 0.5
